ER stress rescue = rescue of cells from ER stress-induced death, primary screen, 384-well, CSM14.1, thapsigargin, ATP luminescence (AID 1222); one-dose cellular ATP content (survival), % at 20 µM; EC50 in µM for titrated hits; CSM14.1 thapsigargin-induced death rescue, ATP luminescence; higher % means a stronger effect; 190,000 tested, under 10 active;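 active = EC50 below 50 µM in the dose-response confirmation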;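 note: death triggered by thapsigargin at about 15 µM added after 2 h compound pretreatment; cell ATP read after overnight thapsigargin exposure of roughly 18 to 22 hours; normalized against plate controls of thapsigargin alone and 5% DMSO vehicle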
SIAH1 antagonists = Siah-1 peptide-binding antagonists, primary screen, biochemical, fluorescence polarization, rhodamine-plectin, uHTS (AID 1817). E3 ubiquitin-protein ligase SIAH1 (Homo sapiens). Siah-1 / rhodamine-plectin peptide fluorescence polarization; higher % means a stronger effect. displacement, % at 20 µM; hits with a dose series show IC50 in µM. actives 0.02% (n = 290,000);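 active = displacement of at least 50% at 20 µM, with a fluorescence ratio check between 0.3 and a set limit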;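 note: plate controls were Siah plus tracer with DMSO for no effect and tracer alone without Siah for full effect; strong numbers were not always called active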
NOD2 inhibition = NOD2 signaling inhibitors, cell-based, luminescence, uHTS, HEK293 (AID 1566); HEK293 NOD2/NF-kB luciferase reporter, luminescence; higher % means a stronger effect; actives 0.63% (n = 290,000); inhibition, % at 4 µM; hits with a dose series show EC50 in µM; note: many of its hits are not listed in these tables
M17LAP inhibition = P. falciparum M17LAP inhibitors, primary screen, biochemical, fluorogenic H-Leu-NHMec substrate, 1536-well (AID 1619). recombinant M17LAP, H-Leu-NHMec fluorogenic kinetic assay; higher % means a stronger effect. one-dose inhibition, % at 30 µM; IC50 in µM for titrated hits. actives 0.38% (n = 220,000). Leucine aminopeptidase (Plasmodium falciparum (isolate 3D7));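 active = compound inhibiting the enzyme by more than half at any dose during confirmatory dose-response retesting; inconclusive = strong single-dose inhibitors picked by rank but not retested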;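 note: plate controls were full reaction with DMSO carrier for no effect and no enzyme background for full effect; strong numbers were not always called active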
XIAP antagonists = XIAP antagonists, biochemical, IAP family, fluorescence polarization (AID 1018) | XIAP BIR domain, fluorescence polarization peptide displacement; higher % means a stronger effect | one-dose displacement, % at 20 µM; IC50 in µM for titrated hits | actives 0.007% (n = 200,000); in the data active = displacement above about 50%; note: a part of the inactive calls stands beside numbers as strong as those of hits
LYP phosphatase = inhibitors of LYP phosphatase, biochemical, fluorescence intensity, uHTS (AID 1779); Tyrosine-protein phosphatase non-receptor type 22 (Homo sapiens); recombinant LYP phosphatase, fluorescence intensity; higher % means a stronger effect; inhibition, % at 11.5 µM; hits with a dose series show IC50 in µM; actives 0.054% (n = 290,000);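 note: plate controls were vehicle with enzyme for no effect and no enzyme for full effect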
P. falciparum M1AAP = P. falciparum M1AAP inhibitors, biochemical, fluorogenic H-Leu-NHMec substrate, 1536-well (AID 1445) | Aminopeptidase N (Plasmodium falciparum (isolate 3D7)) | recombinant M1AAP, H-Leu-NHMec fluorogenic kinetic assay; higher % means a stronger effect | one-dose inhibition, % at 30 µM; IC50 in µM for titrated hits | actives 0.42% (n = 220,000);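 active = primary inhibition above the hit cutoff, then over 50% inhibition at one or more dose response concentrations, cut at about 23% in these data, passing the limit was not always enough; inconclusive = conflicting primary data, or primary hits not chosen for dose response; inactive = low primary inhibition, or under 50% at every dose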;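 note: plate controls were DMSO full reaction for no effect and no enzyme background for full effect; strong numbers were not always called active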
AID2073 = inhibitors of Mint1-CaV2.2 protein interaction, biochemical, HTRF (AID 2073) | HTRF protein-protein interaction, Mint1-CaV2.2; higher % means a stronger effect | one-dose inhibition, % at 20 µM; IC50 in µM for titrated hits | actives 0.19% (n = 290,000); in the data active = inhibition mostly above about 51%, no sharp cut-off; inconclusive = no clear call, values can overlap the other calls; inactive = mostly below about 53%; note: some results filed as inactive read as strong as hits
Hep lipid drop = inhibitors of hepatocyte lipid droplet formation, primary screen, imaging, high-throughput imaging, BODIPY stain. AML12 mouse hepatocytes, oleate lipid droplets. inhibition, % at 6.5 µM. actives 0.4% (n = 240,000);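 active = lipid droplet intensity inhibited by at least 50%, with more than 500 cells counted; inconclusive = wells with under 300 cells, treated as cytotoxic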
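Technique: fluorescence imaging, 20x objective, two fields per well / Assay system: AML12 hepatocytes (mouse) / Measure: % inhibition of lipid droplet signal / Doses: 6.5 µM single-point dosing / Incubation: overnight exposure / Reagent: 100 µM oleic acid challenge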
Hep lipid drop cells 6.5 µM = second read-out of Hep lipid drop, no call of its own (marks repeat the call); cell count; measured here: cell count, cytotoxicity flag;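 cells counted across two imaged fields per well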
Numbers without * were called inactive; ? = inconclusive; nt = not tested or not shown. Cut-off read from the data, not from the text of the source, unless noted: active = inhibition above about 50%; inactive = the rest. Only part of the results is shown. The share of hits here may be higher or lower than overall.

SMILES	ER stress rescue	SIAH1 antagonists	NOD2 inhibition	M17LAP inhibition	XIAP antagonists	LYP phosphatase	P. falciparum M1AAP	AID2073	Hep lipid drop	Hep lipid drop cells 6.5 µM
CN1CCN(C(=O)CCn2nc(-c3ccccc3)c3ccccc3c2=O)CC1	-3.4%	0%	10%	-8%	-0.7%	2%	-6%	-3%	-5	806
CCN(CC)S(=O)(=O)N1CCC(C(=O)NCCN2CCOCC2)CC1	-0.5%	-7%	-7%	1%	-6.7%	-2%	1%	2%	nt	nt
N#Cc1cccc(-c2nnc(SCc3ccccc3C#N)o2)c1	-1.4%	-3%	-9%	0%	-9.4%	-2%	9%	-3%	-17	715
COc1cccc(C(=O)N2CCN=C2SC)c1	nt	4%	4%	-10%	-3.6%	-4%	4%	-4%	10	700
Cc1cc[n+](CC(=O)Nc2ccccc2)cc1	nt	-11%	11%	nt	nt	-8%	nt	8%	-2	793
Oc1cccc(Nc2ncnc3ccccc23)c1	5.0%	2%	-222%	13%	0.3%	-3%	1%	3%	-1	650
Cc1cc(=O)[nH]c(SCc2cc(Cl)ccc2OC(F)F)n1	-1.8%	-2%	21%	0%	-16%	-7%	-1%	-5%	nt	nt
CN(CC(=O)NCc1cccnc1)S(=O)(=O)c1ccc2c(c1)c(=O)n(C)c(=O)n2C	-0.6%	5%	-3%	-6%	-5.9%	-7%	-6%	0%	nt	nt
CCC(=O)Nc1cccc(C2=NOC3(C2)C[C@H](C(N)=O)N(C(=O)c2ccc(Cl)cc2)C3)c1 (stereo partly drawn)	nt	1%	5%	-5%	nt	-7%	-1%	15%	-2	660
COc1ccc(OC)c(-n2c(=O)c3ccccc3c3ccccc3c2=O)c1	1.3%	11%	7%	2%	-11%	0%	13%	-5%	-2	615
O=C(NCCC1=CCCCC1)C1CCC(CNc2nc(=S)[nH]c3ccccc23)CC1 (stereo not drawn)	-3.2%	4%	-16%	1%	-4.2%	-4%	0%	18%	-4	672
Cc1cc(F)ccc1S(=O)(=O)Nc1ccccc1C(=O)Nc1ccccc1N1CCOCC1	-0.1%	-2%	32%	2%	-2.8%	11%	7%	8%	nt	nt
CC(C)(C)c1cc[n+](/C(C(=S)NC2CC2)=C(/[O-])c2ccc(Cl)s2)cc1	-1.1%	1%	2%	12%	-0.9%	5%	6%	-16%	11	750
COc1cc(S(=O)(=O)Nc2cccc(C)c2)ccc1N=Cc1c(C)[nH]n(-c2ccccc2)c1=O	-3.0%	4%	4%	-1%	-6.6%	10%	4%	13%	-8	689
O=C(c1ccc(Cn2c(=O)[nH]c3ccccc3c2=O)cc1)N1CCN(c2ccc(Cl)cc2)CC1	-1.8%	0%	10%	1%	-4.9%	-3%	3%	11%	nt	nt
NC(=O)NC(CC(=O)OCC(=O)NC(=O)NCc1ccco1)c1ccc(Cl)cc1 (stereo not drawn)	2.5%	1%	7%	5%	-4.6%	-2%	-2%	6%	nt	nt
O=C(CSc1nnc(CNC(=O)c2ccco2)o1)c1ccccc1	-0.5%	6%	-3%	-6%	-1.3%	1%	-1%	-4%	15	806
CCCC(C(=O)NCc1ccco1)N(C(=O)CNS(=O)(=O)c1ccccc1)c1ccccc1OC (stereo not drawn)	-1.5%	1%	-19%	-3%	-25%	6%	7%	1%	-5	790
O=C(Nc1ccc(Cl)cc1)N1CCCN(c2ccc(C(F)(F)F)cc2[N+](=O)[O-])CC1	nt	2%	7%	4%	nt	2%	8%	-2%	4	723
COc1cc(C2C(C#N)=C(N)Oc3cc(C)oc(=O)c32)ccc1OC(=O)N1CCOCC1 (stereo not drawn)	-1.0%	-1%	0%	10%	-6.5%	-1%	13%	17%	22	729
Cc1cccc(C(=O)NC(NCc2ccco2)C(Cl)(Cl)Cl)c1 (stereo not drawn)	-1.0%	-1%	5%	-6%	-1.1%	-8%	-8%	18%	nt	nt
Cc1cccc(C)c1NC(=O)NC1(C(=O)NCCCN2CCOCC2)CCCCC1	-0.5%	7%	14%	9%	-1.3%	0%	5%	7%	-6	719
Cc1cccc(N2CCN(C(=O)c3cc(S(=O)(=O)N(C)C)ccc3N3CCCC3)CC2)c1C	-0.5%	0%	-5%	-4%	-9.3%	2%	-8%	31%	-26	705
Cc1ccccc1N1CC(C(=O)Nc2ccc(S(=O)(=O)N3CCOCC3)cc2)CC1=O (stereo not drawn)	nt	0%	8%	nt	nt	-7%	nt	3%	10	772
COC(=O)c1ccc(S(=O)(=O)N2CCC(O)CC2)n1C	nt	-7%	-2%	0%	nt	-3%	-3%	31%	5	666
COc1ccc(OC)c(N(CC(=O)O)S(=O)(=O)c2ccc(OC)c(OC)c2)c1	0.9%	1%	-6%	8%	-4.8%	3%	6%	-10%	-9	737
CC(=O)Nc1cccc(Nc2nc(-c3ccccc3F)nc3ccccc23)c1	-0.7%	3%	20%	9%	0.0%	-1%	9%	?	16	684
CC(C)(C)NC(=O)CSc1nnc(-c2ccccn2)n1-c1ccccc1	nt	8%	5%	-2%	2.3%	3%	3%	-1%	-4	626
O=C(COC(=O)c1cccnc1Nc1cccc(C(F)(F)F)c1)NC1CCS(=O)(=O)C1 (stereo not drawn)	-0.5%	2%	2%	5%	-0.8%	-1%	5%	5%	-1	605
CC(Oc1ccc(Cl)cc1)C(=O)N1CCCc2ccccc21 (stereo not drawn)	nt	5%	-2%	nt	nt	-8%	nt	2%	-26	784
CCOC(=O)c1cc(-c2ccccc2)sc1NC(=S)Nc1cc(C)ccn1	1.0%	0%	-15%	-10%	0.0%	3%	-9%	8%	nt	nt
CN(C)c1ccc(N=Nc2ccccc2C(=O)OCC(=O)Nc2ccccc2C(F)(F)F)cc1	-3.3%	1%	-2%	2%	-3.4%	12%	10%	5%	2	718
Cc1ccnc(NS(=O)(=O)c2ccc(NC(=O)C3C4C=CC(C4)C3C(=O)O)cc2)n1 (stereo not drawn)	1.5%	8%	-2%	-1%	-3.3%	-3%	1%	20%	4	757
Cc1sc2nc(C(C)Sc3n[nH]c(N)n3)[nH]c(=O)c2c1C (stereo not drawn)	-0.1%	7%	9%	2%	-5.2%	-2%	10%	-2%	-10	658
Cc1nn(-c2ccccc2)c(/N=C/c2ccc(O)cc2)c1-c1ccccc1	-0.6%	-2%	-29%	-1%	-1.5%	-3%	3%	24%	11	576
COCCn1c(=O)[nH]c2cc(C(=O)NCCN3CCN(c4cccc(Cl)c4)CC3)ccc2c1=O	-1.5%	3%	13%	2%	-6.7%	-3%	1%	17%	-46	692
CC(=O)O[C@H]1C(=O)[C@@]2(C)[C@H]([C@H](OC(=O)c3ccccc3)[C@]3(O)C[C@H](OC(=O)[C@H](O)C(NC(=O)c4ccccc4)c4ccccc4)C(C)=C1C3(C)C)[C@]1(OC(C)=O)CO[C@@H]1C[C@@H]2O (stereo partly drawn)	nt	0%	-33%	-8%	nt	3%	-1%	-2%	-57	526
O=C(CCC(=O)OCC(=O)c1ccc(Br)cc1)NC1CCCCC1	-0.1%	1%	15%	-5%	-5.3%	-8%	-4%	-2%	-1	748
Cc1ccc2nc(CSc3nnc(Nc4ccccc4F)s3)cc(=O)n2c1	-0.6%	-4%	4%	20%	-5.8%	10%	6%	31%	11	641
CCOC(=O)Cc1csc(NC(=O)CSc2ncnc3c2cnn3-c2ccc(OC)cc2)n1	3.6%	2%	-11%	1%	2.4%	2%	17%	12%	nt	nt
Cc1cccn2c(CN3CCNC(=O)CC3)c(C(=O)N(C)CCc3ccccc3)nc12	-1.0%	2%	-9%	2%	-7.7%	-5%	-5%	12%	-2	718
CC(C)OCCCN(C)C1CCN(S(=O)(=O)c2ccc(-c3cc(C(F)(F)F)no3)s2)CC1	nt	-4%	-33%	nt	nt	0%	nt	8%	-10	702
COc1cc(OC)c(C2=NOC(C(=O)N3CCN(C(=O)c4ccco4)CC3)C2)cc1Cl (stereo not drawn)	2.7%	6%	12%	2%	-2.6%	1%	3%	-8%	-29	715
Cc1ccc2nc(NC(=O)COC(=O)c3ccncc3)sc2c1	3.8%	10%	-9%	10%	-6.3%	-2%	2%	14%	-18	739
CC1(C)CC(=O)C(C=Nc2ccc(C(=O)c3ccccc3)cc2N=CC2=C(O)CC(C)(C)CC2=O)=C(O)C1	-1.2%	1%	3%	2%	-5.2%	3%	9%	42%	-17	672
CCOC(=O)c1c(NC(=O)CSc2nnnn2C)sc(C)c1-c1ccc(C)cc1	4.5%	7%	27%	-1%	-6.5%	6%	0%	-4%	nt	nt
O=C(NC1CCCCCCC1)c1cccnc1	nt	3%	4%	nt	nt	-10%	nt	?	-2	826
CC(C)N(Cc1ccccc1)C(=O)CCc1ccccc1	0.9%	-10%	-41%	3%	2.0%	-2%	0%	-5%	28	654
Cc1ccc(NS(=O)(=O)c2cccc([N+](=O)[O-])c2)nc1	nt	-7%	10%	-2%	-8.5%	-1%	3%	-6%	-10	689
CCC(C(=O)OC(C)C(=O)Nc1ccc(Cl)cn1)c1ccccc1 (stereo not drawn)	nt	7%	-1%	nt	nt	1%	nt	4%	9	684
O=C(/C=C/c1cccc([N+](=O)[O-])c1)Nc1ccccc1N1CCOCC1	-1.1%	8%	-6%	5%	-3.5%	-6%	4%	6%	-10	727
C=CC(=C)CC(NC)c1ccccc1 (stereo not drawn)	1.9%	2%	6%	-1%	-2.5%	-14%	6%	-6%	nt	nt
O=C(CN1CCCC1)Nc1cc(C(F)(F)F)cc(C(F)(F)F)c1	nt	1%	13%	6%	nt	-8%	0%	-12%	3	700
COc1cc(C(=O)Oc2ccc3c(c2)OCC3=O)cc(OC)c1OC	-1.4%	0%	24%	15%	-3.5%	-12%	18%	4%	nt	nt
COc1ccc(CCC(=O)Nc2ccc(C)c([N+](=O)[O-])c2)cc1	-1.5%	-2%	2%	4%	-2.6%	-3%	9%	-7%	-4	626

Screening data: PubChem BioAssay, several laboratories
